# Screens as filed in PubChem.
# PDI inh: PDI (human) enzyme inhibition. 350,000 tested, 0.052% active. PDI insulin aggregation turbidity, A650, 90 min. inhibition, % at 10 µM. AID 588391;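 active = mean inhibition across replicates of 30% or more, whatever share of single replicates reach that level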;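 note: absorbance from insulin aggregation driven by PDI reduction with DTT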
# Target sequence (P07237 whole entry, looked up): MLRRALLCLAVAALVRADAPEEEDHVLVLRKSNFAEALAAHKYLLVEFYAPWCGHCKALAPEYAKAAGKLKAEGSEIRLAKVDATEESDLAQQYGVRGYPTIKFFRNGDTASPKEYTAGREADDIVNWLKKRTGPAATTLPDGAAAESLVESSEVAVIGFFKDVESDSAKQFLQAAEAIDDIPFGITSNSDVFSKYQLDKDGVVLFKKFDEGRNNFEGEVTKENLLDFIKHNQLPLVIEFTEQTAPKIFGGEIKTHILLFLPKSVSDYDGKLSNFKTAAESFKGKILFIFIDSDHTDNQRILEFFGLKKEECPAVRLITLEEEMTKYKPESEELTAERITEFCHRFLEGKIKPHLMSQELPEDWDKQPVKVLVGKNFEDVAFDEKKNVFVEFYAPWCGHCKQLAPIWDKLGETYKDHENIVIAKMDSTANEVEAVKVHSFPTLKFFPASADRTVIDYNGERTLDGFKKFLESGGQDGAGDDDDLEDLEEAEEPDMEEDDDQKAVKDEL
# CaV13 ICDI inh: Disruptors of the CACNA1D IQ motif to Ca2+-dependent inactivation inhibitor domain association, primary screening, Förster resonance energy transfer in intact living … | HEK cells, CFP/YFP FRET ICDI-IQ, plate reader, 10 min; percent FRET-ratio fall versus neutral wells | inhibition, % at 12.3 µM | 340,000 tested, 0.098% active | AID 743397;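 active = mean replicate inhibition of at least 30% and at least 1% of replicates passing that level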;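 note: 0% = median of the neutral control wells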
# H9c2 protect: modulators protecting cardiomyocytes from myocardial damage; H9c2 cardiomyocytes, H2O2 injury protection, ATPLite, 2 h; protection from H2O2 cell death, % at 20 µM; 360,000 tested, 0.63% active; AID 588492;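 active = compounds giving at least 50% protection of heart cells from peroxide-induced death in the single-dose screen, raw or plate-pattern-corrected value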;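 note: 0% = DMSO wells with peroxide and 100% = DMSO wells without peroxide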
# MC4R ag barr: agonists of human melanocortin 4 receptor (MC4R) beta-arrestin. activation, % at 8.9 µM. 360,000 tested, 0.98% active. U2OS MC4R beta-arrestin complementation, luminescence; percent of melanotan II response, DMSO zero;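 active = activation above a per-plate cutoff, the mean activation of sample wells on that plate plus 3 SD, cut at about 8% in these data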
# Target sequence (P32245 whole entry, looked up): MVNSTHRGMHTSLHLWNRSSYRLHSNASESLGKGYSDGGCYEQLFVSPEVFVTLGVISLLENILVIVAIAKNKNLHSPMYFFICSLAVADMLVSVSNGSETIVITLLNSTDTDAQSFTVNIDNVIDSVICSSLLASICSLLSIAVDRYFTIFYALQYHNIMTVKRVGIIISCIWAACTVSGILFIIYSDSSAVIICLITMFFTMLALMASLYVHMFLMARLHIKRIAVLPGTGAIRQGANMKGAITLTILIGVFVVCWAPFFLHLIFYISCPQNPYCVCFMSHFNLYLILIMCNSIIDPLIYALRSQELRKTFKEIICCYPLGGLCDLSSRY
# ABHD5-PLIN5 inh: blocks binding of human ABHD5 to perilipin-5. Q00G26+Q8WTS1. Split G. princeps luciferase complementation, luminescence, 4 h. inhibition, % at 4 µM. 360,000 tested, 0.78% active. AID 602281;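 active = inhibition above the mean inhibition across every tested compound plus 3 SD, cut at about 22% in these data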;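 note: 0% = DMSO only wells and the 100% control is not disclosed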
# m5-HT2A agonist: activates the mouse 5-HT2A serotonin receptor; P35363; 360,000 tested, 0.66% active; activation, % at 7.6 µM; CHO-K1 mHTR2A beta-arrestin complementation, luminescence; percent of 30 µM serotonin response;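 active = activation above a run cutoff, the mean activation of all tested compounds plus 3 SD, cut at about 14% in these data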;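 note: 0% = plate median of compound wells and 100% = 30 µM serotonin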
# Exocytosis inh: blocks lytic granule exocytosis | TALL-104 LAMP-1 surface exposure, flow cytometry; cells stimulated with thapsigargin and PMA | inhibition, % at 10 µM | 360,000 tested, 0.66% active;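 active = inhibition above about 55%, limit read from the data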
# ABCB6 inh MLPCN: inhibitors of human ABC transporter ABCB6 | Q9NP58 | K562-ABCB6 porphyrin accumulation, flow cytometry, 1 h; stronger effect = lower value | fluorescence ratio to DMSO, % at 10 µM | 360,000 tested, 0.19% active;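 active = fluorescence ratio to DMSO below 75%, the collection mean minus 3 SD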;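 note: signal is porphyrin accumulated inside mitochondria; 100% equals median channel fluorescence of DMSO control wells; lower ratio means ABCB6 inhibition with less porphyrin fluorescence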
# N-glyco inh: N-linked glycosylation inhibition. D54 ERlucT glycosylation luciferase reporter, 24 h; percent of 100 nM tunicamycin response. reporter increase, % at 12.5 µM. 360,000 tested, 0.23% active. AID 588692;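 active = mean luciferase reporter signal, scaled so untreated is 0 and the glycosylation-blocking control 100, at or above a set limit in every replicate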;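 note: luciferase carries N-glycosylation sites so blocking glycosylation raises the light; 0% = median of neutral control wells and 100% = median of 100 nM tunicamycin wells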
# MC4R antagonist: blocks human MC4R cAMP signaling; MC4R-expressing cells, MTII-stimulated cAMP, LANCE TR-FRET; inhibition, % at 6.5 µM; 360,000 tested, 0.48% active; AID 540295;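 active = inhibition above its plate's cutoff, the mean of tested wells on that plate plus 3 SD, cut at about 29% in these data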;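 note: 0% = Melanotan II alone and 100% = Melanotan II plus saturating MCL0020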
#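 System: U2OS-MC4R stable cell line; Technique: Eu-cAMP/anti-cAMP TR-FRET, emission 671 nm; Repeats: single well per compound; Also added: Melanotan II; Dosing: one concentration, 6.5 µM nominal; Schedule: 30-min compound, 1-h challenge, 1-h detection, room temperature.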
# An asterisk follows results filed as active; nt = not tested or not shown.
# A first look (4 entries):
SMILES,PDI inh,CaV13 ICDI inh,H9c2 protect,MC4R ag barr,ABHD5-PLIN5 inh,m5-HT2A agonist,Exocytosis inh,ABCB6 inh MLPCN,N-glyco inh,MC4R antagonist
O=C1CN(C(=O)c2ccccc2C(=O)O)c2ccccc2N1,13,-3,2,-0.4,-3,2,14,95,-1,-3
Cc1n[nH]c(=O)nc1NCc1ccccc1,0,-4,0,-0.7,-2,-1,-4,99,2,7
Cc1cc(C(=O)COC(=O)CN(C)S(=O)(=O)c2ccc(Cl)cc2)c(C)n1CC1CCCO1 (centres undefined),-4,-4,-2,-1.9,-4,-7,13,98,2,9
O=C(O)CC(NC(=O)Cc1ccc([N+](=O)[O-])cc1)c1ccc2c(c1)OCO2 (centres undefined),-5,10,4,-1.6,2,6,-3,99,-1,-7

# This part in full, from the first entry:
SMILES,PDI inh,CaV13 ICDI inh,H9c2 protect,MC4R ag barr,ABHD5-PLIN5 inh,m5-HT2A agonist,Exocytosis inh,ABCB6 inh MLPCN,N-glyco inh,MC4R antagonist
O=C1CN(C(=O)c2ccccc2C(=O)O)c2ccccc2N1,13,-3,2,-0.4,-3,2,14,95,-1,-3
Cc1n[nH]c(=O)nc1NCc1ccccc1,0,-4,0,-0.7,-2,-1,-4,99,2,7
Cc1cc(C(=O)COC(=O)CN(C)S(=O)(=O)c2ccc(Cl)cc2)c(C)n1CC1CCCO1 (centres undefined),-4,-4,-2,-1.9,-4,-7,13,98,2,9
O=C(O)CC(NC(=O)Cc1ccc([N+](=O)[O-])cc1)c1ccc2c(c1)OCO2 (centres undefined),-5,10,4,-1.6,2,6,-3,99,-1,-7
Cc1ccc(OCC(=O)NC2CCS(=O)(=O)C2)c(C)c1 (centres undefined),2,-11,0,-2.3,-4,-1,0,101,0,7
CCn1cc(C(=O)NCc2cccc(F)c2)c(=O)c2cc(F)c(N3CCN(C(=O)c4ccco4)CC3)cc21,-6,0,55*,-0.8,16,-7,1,94,-2,0
CCC(C)(C)NC(=O)C(c1ccc(OC)cc1)N(C(=O)CCC(=O)Nc1cc(C)on1)c1ccccc1F (centres undefined),-2,-2,1,-1.1,-6,4,19,96,-1,7
CC(=O)c1c(NC(=O)C(C)C)nc(C)nc1-c1ccccc1,1,nt,4,-0.7,8,5,-2,94,3,3
CCOC(=O)C1=C(C)NC(=O)NC1c1cc(Br)c(O)c(OC)c1 (centres undefined),8,nt,-4,-1.6,5,-1,2,115,2,11
Cc1onc(-c2ccccc2Cl)c1C(=O)Nc1ccc(-c2cn3cccnc3n2)cc1,15,nt,39,0.1,10,4,0,103,-4,11
Cc1ccccc1C(=O)N1CCN(c2ncccn2)CC1,-2,9,1,-0.7,-3,-1,0,98,2,3
COc1ccc(C(C#N)Nc2ccccc2C)cc1 (centres undefined),-1,-3,0,0.7,3,4,0,98,1,7
NC(N)=Nc1nc(-c2ccccc2)c2cc(Cl)ccc2n1,-16,-6,-17,9.7*,4,-12,-3,100,-9,-5
CCn1cc(C(=O)OCC(=O)Nc2ccc(C(C)C)cc2)c(=O)c2ccc(C)nc21,-4,3,-12,-3.5,2,-1,0,96,3,1
O=C(NC1=NCCS1)c1cccc2ccccc12,1,-7,6,-0.1,-6,3,-2,95,-1,7
O=C(CC(=O)c1ccccc1)CS(=O)(=O)c1ccccc1,6,-7,3,-0.9,-5,-9,-3,101,4,3
CCCN(C(=O)c1cn(C)c(=O)c2ccccc12)c1ccccc1C,9,-14,0,0.9,8,-2,-6,99,0,2
Cc1cc(C(=O)Nc2ccc(S(=O)(=O)Nc3onc(C)c3C)cc2)c(C)o1,-2,-3,0,-2.3,-1,2,-3,99,2,-1
CN(C1CCCCC1)S(=O)(=O)c1cccc(C(=O)OCC(=O)NC2CCCc3ccccc32)c1 (centres undefined),-13,-5,0,-1.4,1,4,-4,88,-3,-1
CCCCNCc1cc(OC)c(OCC(N)=O)cc1Br,1,-4,5,-1.3,-5,-1,-3,102,-6,7
COc1ccc(C(c2nnnn2CCc2ccccc2)N2CCN(C)CC2)cc1OC (centres undefined),-1,0,14,-1.1,1,-3,-2,93,0,4
C=CCSc1nnc(NC(=O)COc2ccc3ccccc3c2)s1,-6,-8,3,0.3,-2,2,-3,112,1,4
COc1ccccc1NC(=O)C(C(C)C)N1C(=O)c2ccccc2C1=O (centres undefined),2,4,-4,-0.6,0,-3,4,98,1,-6
Cn1nccc1NC(=O)Nc1cccc([N+](=O)[O-])c1,6,-15,-4,0.5,2,-2,-2,99,0,17
CS(=O)(=O)N(CC(N)=O)c1cccc(Br)c1,10,-4,0,-1.8,-2,2,-4,106,2,13
O=C(NCCC1CCCCN1S(=O)(=O)c1ccccc1)C(=O)Nc1ccccc1F (centres undefined),6,-1,-1,3.0,5,6,-4,100,-1,6
CN(Cc1ccccc1)C(=O)COC(=O)/C=C/c1ccco1,1,0,2,0.4,13,2,-2,99,1,27
COc1cc(NS(=O)(=O)c2ccc(NS(=O)(=O)c3ccccc3)cc2)nc(OC)n1,7,nt,-7,-1.6,-4,-1,1,100,3,2
COC(=O)c1cc(C(=O)OC)cc(-n2c(C)cc(C(=O)COC(=O)CNS(=O)(=O)c3ccc(C)cc3)c2C)c1,1,-5,-17,-1.0,1,-5,-3,96,1,14
CC1=NN(C(N)=S)C(=O)C1N=Nc1cccc([N+](=O)[O-])c1 (centres undefined),-1,-4,-2,-2.3,-4,3,-11,95,1,3
O=C(NCc1ccccc1)C(c1ccccc1)N(C(=O)c1csnn1)c1ccccc1 (centres undefined),-16,-3,13,-1.3,0,6,10,97,-3,8
O=C(O)CCn1c(-c2ccccn2)nc2ccccc21,0,-1,0,1.0,-3,0,3,99,-1,29*
NC(=O)CN1CCN(C(=O)NC2CCCCC2)CC1,nt,-2,-2,-0.8,-3,1,4,106,0,15
CC(c1ccccc1F)n1cc(C(=O)NCCc2ccco2)nn1 (centres undefined),18,-4,-1,-1.6,6,-5,2,94,0,12
Cc1ccc(C(=O)N2C(=O)C(c3ccccc3)Oc3ccccc32)cc1 (centres undefined),0,-5,-4,2.3,9,1,2,105,2,12
O=C(NCc1ccc2c(c1)OCO2)C1CCCN(C(=O)c2ccc(Cl)cc2)C1 (centres undefined),-4,-2,-11,-1.6,3,-3,3,94,1,1
CCN1C(=O)[C@H]2[C@H]3CN=C(SCc4ccc(C#N)cc4)N3[C@@](Cc3ccccc3)(C(=O)OC)[C@H]2C1=O,0,-5,55*,0.7,0,0,-4,102,1,7
Cc1ccc(C(=O)Nc2ccc3c(c2)nc2n3CCSC2)cc1,6,-4,-14,-1.4,-2,3,3,99,-12,-5
Cn1cnnc1SCCOc1ccc(Cl)cc1,4,-7,2,-2.1,3,0,-1,100,3,2
COc1ccc(NC(=O)N(C)C[C@H]2Oc3c(NC(=O)Cc4ccccc4)cccc3C(=O)N([C@H](C)CO)C[C@@H]2C)cc1,0,-4,13,0.8,-8,0,1,102,2,17
COc1ccc(N2CCN(C(=O)c3ccc4c(Cl)c5c(nc4c3)CCCC5)CC2)cc1,nt,-5,-5,0.3,3,-6,-4,102,-1,6
C=CCn1c(N)c(C(=O)NCC2CCCO2)sc1=S (centres undefined),-3,-4,2,-0.5,-2,3,-1,101,0,9
Cc1ccc(N2C(=O)C3N=NN(CC(=O)N4N=C(c5ccccc5)CC4c4ccccc4)C3C2=O)cc1 (centres undefined),1,2,-6,0.3,-1,0,-3,96,0,-11
N#Cc1c(Nc2ccccc2)c(/C=N/N=C/c2ccccc2)c[nH]c1=O,-2,-5,7,1.6,1,5,-4,98,3,14
COc1ccc(CNC(=O)C(=O)c2cn(CC(=O)N3CCOCC3)c3ccccc23)cc1,-5,-3,-3,-1.6,-1,5,-1,101,3,-2
Cc1ccccc1C(=O)Oc1cc(N)n(S(=O)(=O)c2ccccc2)n1,-6,9,3,-1.5,-4,-4,-15,97,2,12
Cc1nc(NC(=O)c2cccc(-c3cc4ccccc4oc3=O)c2)ccc1Br,-5,-5,12,24*,-2,2,-4,99,7,-5
Cc1cc(C)nc(OC(C(=O)O)C(OCCc2ccccc2)(c2ccc(F)cc2)c2ccc(F)cc2)n1 (centres undefined),15,-20,1,-1.3,-8,1,11,97,0,10
COc1cccc(CNc2nc3cc(-c4cccc(C(F)(F)F)c4)sc3c(=O)n2C)c1OC,-2,-7,-11,-0.5,-2,5,0,159,-5,0
CN(CC(=O)Nc1ccc(F)c(F)c1F)C(=O)c1ccc2c(c1)NC(=O)CS2,-8,-2,-2,1.4,10,2,8,97,-1,-4
O=C(NCCCNC(=O)c1ccccc1Br)c1ccccc1Br,-5,-17,-4,0.6,-2,1,2,107,-1,5
O=C1Cc2cc(S(=O)(=O)Nc3cccc(F)c3)ccc2N1,5,-2,0,-1.4,-5,-4,-2,91,0,-1
O=C(COC(=O)c1cc(Br)ccc1Cl)NC1CC1,-3,-2,6,-1.3,4,0,0,97,3,2
OCC1CCN(Cc2cn(Cc3ccccc3)nc2-c2cc3ccccc3o2)CC1,0,-5,4,-1.6,11,-2,8,91,-2,7
Nc1[nH]c(C(=O)c2ccccc2)c(-c2c(F)cccc2F)c1C(=O)c1ccc(Cl)c(Cl)c1,nt,-3,nt,nt,-16,1,19,115,nt,nt
CCC1(C)Cc2ccccc2-c2nc(NCCCO)n(C)c(=O)c21 (centres undefined),0,-20,1,-3.7,-3,11,-14,89,2,4
O=C(CSc1ccc(-c2ccc(F)cc2)nn1)N1CCN(c2ccccc2)CC1,1,-4,-4,-0.9,0,-2,-1,100,0,13
O=C1[C@H]2[C@@H](c3ccccc3)N[C@]3(CCCN(Cc4ccccc4)C3=O)[C@H]2C(=O)N1Cc1ccccc1,0,-3,8,-1.2,-12,-5,4,97,2,5
COc1cc(C2C3=C(CC(C)(C)CC3=O)N(C)C(=O)N2C)cc(OC)c1OC (centres undefined),10,-3,-4,-0.5,8,2,9,101,1,5
Cn1c(N)c(C#N)c(-c2ccccc2)c(C#N)c1=O,-3,-5,8,-2.0,4,-5,4,97,-1,7
# The list goes on.
SMILES,PDI inh,CaV13 ICDI inh,H9c2 protect,MC4R ag barr,ABHD5-PLIN5 inh,m5-HT2A agonist,Exocytosis inh,ABCB6 inh MLPCN,N-glyco inh,MC4R antagonist
O=C(c1cn(-c2ccccc2)nc1-c1cccnc1)N1CCN(S(=O)(=O)c2ccccc2F)CC1,-12,-2,8,-2.1,1,-4,-2,97,-1,27
Cc1ccnc(NC2(C(F)(F)F)N=C3SCCN3C2=O)c1 (centres undefined),-3,4,5,-1.2,-5,1,0,101,2,6
O=C(CN(c1ccc([N+](=O)[O-])cc1)S(=O)(=O)c1ccccc1)N1CCCCC1,-7,-7,-1,-3.4,2,-1,4,94,4,14
Cc1cc(Cl)n2ncc(-c3ccccc3)c2n1,-2,-5,0,-1.1,7,-1,22,101,-2,8
COc1ccc(N2CCN(C(=O)c3cc4ccccc4o3)CC2)cc1,-8,-6,-7,-0.9,7,2,-2,96,-1,2

# No enrichment for hits, and some 4.2% of all compounds hit somewhere here.
